HIF act: HIF pathway transcriptional activation. AID 1910. activation, % at 7.5 µM (by protocol). actives 0.32% (n = 300,000). U2OS HRE-luciferase reporter, luminescence; normalized: DMSO 0%, desferrioxamine 100%;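 active = mean activation of at least 10% of the iron chelator positive control signal, with at least half of replicates also reaching 10%; inconclusive = mean and replicate majority disagree about reaching 10%; inactive = mean and most replicates under 10%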
HSF1 activator: increases HSF-1 driven luciferase reporter signal | NIH3T3-HGL HSF-1 luciferase reporter, MG132, 8 h; 100% = twice DMSO control signal | activation, % at 9 µM | actives 1.7% (n = 300,000);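 active = mean replicate activation of at least 50% with a set share of replicates each reaching 50%; inconclusive = only one of those two conditions met; inactive = mean below 50% and too few replicates reaching it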;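 note: 0% = median of the neutral control wells and 100% = twice that signal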
HDAC3 inhib: human HDAC3 inhibition. recombinant HDAC3, fluorogenic peptide/trypsin coupled, fluorescence. O15379. AID 2718. inhibition, % at 8.3 µM. actives 0.15% (n = 320,000); in the data active = inhibition above about 26%, passing the limit was not always enough; inconclusive = no clear call, values can overlap the other calls
Target sequence (O15379 whole entry, looked up): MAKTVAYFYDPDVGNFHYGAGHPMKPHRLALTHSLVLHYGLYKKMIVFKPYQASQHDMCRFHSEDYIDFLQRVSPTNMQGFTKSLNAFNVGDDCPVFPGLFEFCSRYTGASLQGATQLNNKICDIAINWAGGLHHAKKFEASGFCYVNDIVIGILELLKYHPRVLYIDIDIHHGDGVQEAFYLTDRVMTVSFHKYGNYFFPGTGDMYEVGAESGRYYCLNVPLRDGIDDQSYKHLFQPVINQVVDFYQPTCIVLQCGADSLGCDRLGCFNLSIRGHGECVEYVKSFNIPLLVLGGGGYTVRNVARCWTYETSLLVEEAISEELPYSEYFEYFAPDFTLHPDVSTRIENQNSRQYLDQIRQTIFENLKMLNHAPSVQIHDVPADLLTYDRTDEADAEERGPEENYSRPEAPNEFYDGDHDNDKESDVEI
Platelet DG rel: platelet dense granule release activity; inhibition, %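 (compounds screened at 7.5 µM in platelet-rich plasma)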; AID 1663; human platelet-rich plasma, SFLLRN dense granule ATP release, luminescence; actives 0.22% (n = 300,000);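 active = mean replicate score, as percent of positive control, at or above 50; inconclusive = mean below 50 but at least one replicate at or above 50; inactive = mean and every replicate below 50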
aSyn 5UTR inh: MLPCN primary screen, SNCA 5' untranslated region; inhibition, % (tested at 7.5 µM); alpha-synuclein 5'UTR reporter, inhibitor activity; actives 0.82% (n = 300,000); in the data active = inhibition above about 60%; inconclusive = no clear call, values can overlap the other calls;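 note: H4 neuroglioblastoma cells stably carrying SNCA 5'UTR luciferase fusion; 0% = DMSO wells and 100% = positive control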
KLF5 inhibitor: inhibitors of KLF5 expression | DLD-1 KLF5 promoter-luciferase reporter, luminescence | inhibition, % at 5 µM | actives 0.23% (n = 290,000) | AID 1700;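 active = inhibition above a per-plate limit of that plate's mean compound inhibition plus 3 SD, cut at about 60% in these data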;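 note: 0% = DMSO wells and 100% = LY294002 at 200 µM; higher means less KLF5 promoter-driven luciferase light; inactives centre near -14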
AI-2 QS mod: modulates the Vibrio harveyi AI-2 quorum sensing system | Vibrio harveyi JMH597 AI-2 luminescence/OD600 ratio, 9 h; active compounds read low; strain lacks LuxN and CqsS sensors; 0 = neutral-control median | activity change, % at 7.5 µM | actives 0.4% (n = 300,000) | AID 2094; in the data active = activity change below about -75%, passing the limit was not always enough; inconclusive = no clear call, values can overlap the other calls;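 note: luminescence divided by OD600 gain over 9 h not by final OD600 alone; inactives centre near 13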
HSP90 refold inh: blocks HSP90-mediated luciferase refolding in reticulocyte lysate. Rabbit reticulocyte lysate, luciferase refolding luminescence, 3 h. inhibition, % at 5.6 µM. actives 0.91% (n = 290,000). AID 1789;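 active = inhibition above the screen-wide mean plus 3 SD, computed separately per campaign, cut at about 16% in these data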;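 note: 0% = DMSO wells and 100% = 60 µM geldanamycin wells; inhibitors lower the luminescence because luciferase stays unfolded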
IEC-6 tox: IEC-6 cytotoxicity, counter-screen for KLF5 inhibitors; inhibition, % at 5 µM; actives 0.78% (n = 290,000); luminescence viability; in the data active = inhibition above about 22%;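 note: 0% = plate median of test compound wells and 100% = cytotoxic reference compound wells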
HSF1 inhib: HSF1 inhibition; activity change, negative = inhibition, % at 7.5 µM (by protocol); actives 0.77% (n = 300,000); NIH3T3-HGL HSE-luciferase, MG132-induced, luminescence 8 h; active compounds read low;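 active = more than half of replicate wells show activity change below -50%, luminescence cut by over half; inconclusive = some wells, but at most half, below -50%; inactive = no replicate well below -50%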;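 note: luciferase reports HSF-1 transcriptional activity via heat shock element; 0% = median of DMSO wells and -100% = zero luminescence signal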
Active calls of the source: *; ? = inconclusive; nt = no result given.

SMILES	HIF act	HSF1 activator	HDAC3 inhib	Platelet DG rel	aSyn 5UTR inh	KLF5 inhibitor	AI-2 QS mod	HSP90 refold inh	IEC-6 tox	HSF1 inhib
COc1cc(C(=O)N2CCC(c3nc(-c4cccnc4)no3)CC2)cc(OC)c1OC	-0.2	3	-8	4	15	-25	-7	-2	-16	0
CN1CCC(=NNC(=O)C(=O)NC2CCCC2)CC1	0.0	-24	0	20	10	-37	6	1	-6	-7
CC(C)C(=O)Nc1nnc(Sc2ccc(N(C)C)cc2)s1	0.3	-14	-2	2	-10	-9	18	1	-4	-9
COc1ccccc1OCC(=O)NCc1n[nH]c(=O)c2ccccc12	0.0	1	-4	25	9	nt	31	nt	nt	-9
CCC(=O)NC(c1ccccc1)c1c(O)ccc2ccccc12 (stereo not drawn)	-0.1	1	-1	-2	-10	-25	4	-3	-2	-2
Cc1ccc(CN2CCC(CO)(CC3CCCCO3)CC2)o1 (stereo not drawn)	-0.4	-10	1	-5	5	-6	14	-3	-7	-2
CC(=O)N1CCc2cc(S(=O)(=O)NCC(=O)NCc3ccc(Cl)cc3)ccc21	-0.2	-1	-6	-5	10	4	5	-2	-1	-4
c1ccc(-c2ncc(CSc3nncn3-c3ccccc3)s2)cc1	0.0	30	1	-4	-2	-42	27	-7	2	5
Cc1ccccc1S(=O)(=O)Cc1ccc(C(=O)NCc2ccc(F)cc2)o1	0.0	-1	2	-3	14	-26	2	-2	-6	0
COc1ccc(CNC(=O)c2cc(-c3ccco3)on2)cc1	0.6	-6	7	-6	-5	-6	-30	-1	2	2
CNC(=O)COC(=O)c1cc(-c2ccco2)nc2ccccc12	0.3	-7	-3	2	18	0	15	2	-14	-3
OC(COc1ccc(F)cc1Cl)CN1CCC(Cc2ccccc2)CC1 (stereo not drawn)	-18	14	-1	-6	1	-31	35	1	6	0
N#CC1C=Cc2ccccc2N1C(=O)c1ccccc1 (stereo not drawn)	-0.2	-12	3	2	-1	-12	11	0	1	2
CCn1c(CC(=O)Nc2ccccc2)nnc1SCC(=O)N1CCOCC1	0.4	10	3	3	-8	-55	10	-1	2	0
CCCCCC(=O)Nc1ccc2oc(-c3cncc(Br)c3)nc2c1	0.9	9	-2	-2	4	-43	22	0	3	6
Cc1ccc(/C=N/n2c(-c3cccs3)n[nH]c2=S)cc1	-0.4	7	3	-9	20	-27	?	-1	0	-3
CC(SCC(=O)Nc1ccc(F)cc1)c1nc2ccccc2c(=O)[nH]1 (stereo not drawn)	-0.2	-12	9	-10	15	-4	19	0	7	3
CCCCOC(=O)CSc1nnc(N)s1	nt	nt	1	-11	nt	-12	21	1	-2	nt
O=C(NCCc1ccccc1)C(=O)NCC1CCCN1S(=O)(=O)c1cccs1 (stereo not drawn)	0.7	-7	4	2	-14	nt	24	nt	nt	1
CC(C)(C)C(=O)O/N=C(\N)c1ccc([N+](=O)[O-])s1	-0.5	8	-2	-7	-48	-42	-84*	3	2	18
Cc1ccc(F)c(NC(=S)Nc2cccc3ccccc23)c1	0.7	-25	1	11	-2	-80	-7	18*	65*	-18
COc1ccc(/C=N/n2cnc3c([nH]c4ccccc43)c2=O)cc1COc1ccccn1	-0.7	-4	10	-2	1	-10	22	-1	1	2
O=C1CSC(c2nn(-c3ccccc3)cc2-c2cc3ccccc3oc2=O)N1Cc1ccco1 (stereo not drawn)	-0.3	30	-3	18	39	-21	26	1	1	9
COC(=O)c1ccc(CN2C(=O)NC(Cc3c[nH]c4ccccc34)C2=O)cc1 (stereo not drawn)	0.6	-19	-3	-16	-95	-45	17	3	2	-7
CCn1c(SCC(=O)Nc2ccc(C)cc2)nc(O)cc1=O	0.2	3	-2	-4	-71	-4	9	1	-2	0
COCCN(C(=O)COC(=O)/C=C/c1ccco1)c1c(N)n(Cc2ccccc2)c(=O)[nH]c1=O	-0.1	-2	-4	2	-14	-1	16	3	1	-8
O=C(c1ccc(CS(=O)(=O)c2c(Cl)cccc2Cl)o1)N1CCN(c2ccccn2)CC1	nt	5	3	-4	-3	11	25	-1	3	-3
O=C(Nc1cc(F)ccc1F)N1CCN(c2ccnc3cc(Cl)ccc23)CC1	-0.3	-12	3	-2	33	-34	-4	-4	2	-14
CCOC(=O)c1ccc(CNC(=O)C2CCCCC2C(=O)OCC(F)(F)F)o1 (stereo not drawn)	-8.5	29	9	-4	-4	-16	34	4	-6	8
O=C(Nc1nnc(-c2ccco2)o1)c1ccc(S(=O)(=O)N2CCCC2)cc1	-0.2	2	nt	6	28	-16	21	1	-3	0
O=C(O)c1ccc(CNCc2ccc(F)cc2)cc1	-0.5	8	-5	-7	-3	-1	33	4	5	-3
COc1ccc(-n2c(SCC(=O)NCc3ccco3)nc3c([nH]c4ccccc43)c2=O)cc1	1.1	2	5	18	33	-33	25	-1	-1	0
Nn1cc(-c2ccccc2)nc1SCC(=O)Nc1ccc(S(N)(=O)=O)cc1	0.0	-4	nt	-28	-5	-1	19	-2	-4	3
O=C(Nc1nnc(Cc2ccccc2)s1)c1ccccc1	0.6	30	1	2	-160	-142	11	-3	-1	14
O=C(Nc1ccc2c(c1)OCO2)N1CCN(C/C=C/c2ccccc2)CC1	0.6	26	1	2	-32	-13	-12	-1	2	-2
CCCOc1ccc(N2CC(C(=O)NC(C)C)CC2=O)cc1 (stereo not drawn)	0.5	-69	-2	-6	-29	-27	0	-1	-2	-60*
CC(C)CCNC(=O)NC(=O)COc1c(F)c(F)cc(F)c1F	0.0	33	4	2	-10	-9	8	0	8	12
C=CCSc1n[nH]c(-c2ccc(OC)cc2)n1	3.5	28	3	24	-165	-145	11	4	2	9
CCc1nc(SCC(=O)Nc2ccccc2)c2c(=O)n(C)c(=O)n(C)c2n1	0.4	-20	-5	6	-1	-4	8	-4	7	2
O=C(c1ccco1)N1CCN(C(=O)C2CCN(S(=O)(=O)c3cccs3)CC2)CC1	0.1	5	-7	3	16	-10	13	3	0	-4
O=C1COc2ccc(C(=O)COC(=O)CNC(=O)C3CCCCC3)cc2N1	-0.3	-20	1	-11	6	8	15	-8	-9	-7
Cn1c(=O)n(C)c2cc(NC(=O)CCl)ccc21	-1.9	5	-8	1	-180	7	-88*	3	8	-13
CC(=O)c1ccc(S(=O)(=O)Nc2cccc(-c3ccc(N4CCOCC4)nn3)c2)cc1	1.3	18	nt	-8	-37	nt	21	nt	nt	10
O=[N+]([O-])c1ccc(S(=O)(=O)N2CCC3(CC2)OCCN3S(=O)(=O)c2cccs2)cc1	3.1	8	-4	3	27	nt	3	nt	nt	5
O=C(c1cc2ccccc2oc1=O)N(Cc1ccccc1)Cc1ccc2c(c1)OCO2	-0.1	19	-3	5	-16	-36	28	-1	-5	6
Cc1cc(N2CCN(C)CC2)nc2ccc(NC(=S)NC3CC3)cc12	0.0	-3	-3	-2	-23	-27	11	-1	3	-5
COc1ccc(C2/C(=C(\O)c3cc(C)ccc3C)C(=O)C(=O)N2CCN(C)C)cc1OC (stereo not drawn)	0.3	-12	10	-1	-10	-17	22	1	0	-2
CC(=O)NC1=NN(C(C)=O)C(C)(c2ccc(Cl)s2)S1 (stereo not drawn)	0.3	7	1	0	35	-33	6	-2	24*	-4
CSC(=CC(=O)c1ccc(F)cc1)SC	1.5	18	3	7	-21	-45	11	-3	-4	9
Cc1cc(N2CCCC2)nc2ccccc12	-0.7	-16	-6	0	-18	-16	23	1	7	-5
O=C(O)c1cccn2c(=O)c3ccccc3nc12	0.0	21	2	-1	-3	-12	15	0	-3	-3
CCOC(Cn1c(-c2ccc(OC)cc2)nc2ccccc21)OCC	1.5	5	3	-1	2	-35	14	3	0	-6
CCc1ccccc1NC(=O)Nc1ccsc1C(=O)OC	0.2	15	-6	-12	3	-19	16	5	0	7
Cn1c(N)c(C(=O)CSc2nnc(-c3ccccc3F)n2C2CC2)c(=O)n(C)c1=O	0.4	2	-7	-2	20	-2	21	2	2	-2
CC(=O)c1ccc(NC(=O)C2CCN(S(=O)(=O)c3cccc4nonc34)CC2)cc1	-1.2	-26	-7	1	-15	14	nt	2	0	-7
O=C(C1CC1)N1CCc2cc(S(=O)(=O)NCc3ccccc3)ccc21	-0.5	0	1	-4	-4	-9	1	4	4	-4
O=C(CCCn1c(=S)[nH]c2ccsc2c1=O)NCCc1ccccc1	0.0	4	11	-5	-11	-21	29	-1	0	0
COc1ccc(C(=O)Nc2cc(C)nn2-c2ccc(C)cc2)cc1	0.0	11	-1	-1	-16	-4	-1	3	8	5
CC(C)CCNC(=O)C(CC(C)C)N(Cc1ccc2c(c1)OCO2)C(=O)c1snc(C(N)=O)c1N (stereo not drawn)	-0.5	-1	-4	20	7	-20	15	2	-3	-13
COC(=O)c1sccc1NC(=O)CSc1ccccc1NS(=O)(=O)c1ccc(Cl)cc1	0.0	-3	6	-6	9	2	12	2	2	1
Carrying on.
SMILES	HIF act	HSF1 activator	HDAC3 inhib	Platelet DG rel	aSyn 5UTR inh	KLF5 inhibitor	AI-2 QS mod	HSP90 refold inh	IEC-6 tox	HSF1 inhib
CC(C)=CC1C(C(=O)Nc2ccc(S(=O)(=O)N3CCOCC3)cc2)C1(C)C (stereo not drawn)	-0.8	32	nt	-2	6	nt	15	nt	nt	5
O=C(Nc1ccccc1F)c1ccccc1-c1ccc(C(F)(F)F)cc1	-0.9	-9	7	-19	-10	8	2	-9	-4	2
O=C(c1ccc(Cl)c(S(=O)(=O)N2CCCCCC2)c1)N1CCN(c2ccccn2)CC1	-0.1	0	-17	8	-26	-56	9	-3	-6	-5
Cc1ccc(S(=O)(=O)N(CC(=O)Nc2ccccc2C(=O)O)c2cccc(Cl)c2C)cc1	-0.3	12	-5	-1	-21	4	7	1	-9	9
CCCOc1ccc(C(C)=O)cc1CN1CCOCC1	-0.6	4	-7	14	-9	1	3	7	-3	-6
CSc1ccc(Cl)c(C(=O)OCC(=O)NCc2ccco2)c1	-0.3	20	1	1	4	-24	9	-5	-4	7
Nc1nonc1-n1nnc(C(=O)N/N=C/c2cc(Br)ccc2O)c1CSC1=NCCS1	21*	-11	0	4	94*	33	-11	-1	20	-5
COC(=O)/C(C#N)=C/c1ccc(OC(=O)c2ccccn2)cc1	0.6	42	5	-5	-33	-13	13	5	-1	10
CS(=O)(=O)N1CCN(c2ccccc2NC(=O)c2cccs2)CC1	-0.1	10	-2	0	-8	2	36	0	2	4
COC(=O)NNC(=O)COc1ccc2ccccc2c1Br	0.6	11	-3	-7	-16	-24	-3	0	6	-1
CC(=O)Nc1ccc(OS(=O)(=O)c2c(C)cc(C)cc2C)cc1	-0.2	-9	0	-5	13	-11	29	-3	-5	2
COc1ccccc1NC(=S)N(Cc1ccco1)Cc1cc2cc(C)c(C)cc2[nH]c1=O	-0.3	12	0	-14	91*	-5	40	3	3	6
COc1cc(C(=O)NCC(c2ccco2)N(C)C)cc(OC)c1OC (stereo not drawn)	-0.4	18	-8	2	-19	-13	10	1	3	3

An excerpt from above in order of their number in Platelet DG rel, high to low:
smiles	HSF1 activator	HDAC3 inhib	Platelet DG rel	aSyn 5UTR inh	KLF5 inhibitor	AI-2 QS mod	HSP90 refold inh	HSF1 inhib
COc1ccccc1OCC(=O)NCc1n[nH]c(=O)c2ccccc12	1	-4	25	9	nt	31	nt	-9
O=C(Nc1cc(F)ccc1F)N1CCN(c2ccnc3cc(Cl)ccc23)CC1	-12	3	-2	33	-34	-4	-4	-14
CC(=O)Nc1ccc(OS(=O)(=O)c2c(C)cc(C)cc2C)cc1	-9	0	-5	13	-11	29	-3	2

Screening data from PubChem BioAssay.
